# IkB sig inh: inhibitors of IkB signaling in ABC-DLBCL cells; AID 445; Potency, µM (top dose mostly 57.1 µM), without a hit: at the highest dose IkBa stabilization activation; ABC-DLBCL IkBa-CBG/CBR dual luciferase ratio, 4 h; response scale: scaled: untreated 0%, proteasome inhibitor 100%; 0.04% of 110,000 active; active = well fitted curve in the direction sought with a large enough effect in the signal ratio, not every such curve was filed as active; inconclusive = small, poorly fitted or top-dose-only effect, or a change in a side signal; the % refers to the signal ratio;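 also: the direction sought is a rising ratio; 0% = basal untreated cells and 100% = reference inhibitor full response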
#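 Curves were fitted separately to fusion (green), unfused (red) and ratio luminescence, then classed by r2, magnitude and activity. Cells: OCI-Ly3, 4 h compound plus doxycycline at 37C; 10 uM MG-132 defined full response.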
# Peg3 imprint: inducers of genomic imprint erasure in mouse ES cells; Potency, µM (highest dose often 60.7 µM), for inactives: at the top dose activity change, positive = activation, usual class: activators; 0.02% of 110,000 active; mouse ES Peg3-LacZ reporter, beta-gal luminescence, 40 h; AID 1948;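 also: 0% = negative control wells on the plate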
#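 Gelatin-coated wells received 300 freshly trypsinized female ES cells with a Peg3LacZ-Neo reporter on the maternal allele, then incubated 40 hours at 37C. BetaGlo was added for 5 minutes at room temperature before a single luminescence read.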
# p53ts 32C tox: p53ts cell cytotoxicity, permissive temperature | Potency, µM (series often up to 46.1 µM), inactives show top-dose activity change, negative = cytotoxicity, actives largely listed as cytotoxic | 0.93% of 130,000 active | H1299-p53A138V at 32C, ATP luminescence viability, 24 h;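 also: 0% = DMSO and -100% = full killing by reference compound; nearly all actives have a fitted effect of over 55% in size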
#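 ATP-content luminescence (ATPlite) read-out after 24 h compound exposure at 32C in H1299-p53A138V cells (600/well). Tested up to 46 uM. Normalized to DMSO (0%) and 100 uM tamoxifen (100% killing); Hill-fit AC50.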
# p53ts 39C kill: p53ts cell cytotoxicity, nonpermissive temperature; H1299-p53A138V viability at 39C, ATP luminescence, 24 h; Potency, µM (series often up to 46.1 µM), inactives show at the top dose activity change, negative = cell killing, actives largely listed as cytotoxic; 1.5% of 130,000 active; AID 902; also: nearly all actives have a fitted effect of over 55% in size
# * marks the source's active call; other numbers are inactive results; u = inconclusive; x = no result given; & = joins results of further samples; [ ] = remark or other dose. Unless noted, calls follow the shape of the dose curve; as a rule, active = well fitted curve in the direction sought with a large enough effect; inconclusive = small, poorly fitted or top-dose-only effect, or another doubt; inactive = no such curve, though single readings can be large; an effect the other way counts as inactive or inconclusive. Unless noted, % is scaled to controls: 0 for no effect and ±100 for the full control effect; potency is read from the fitted curve at half-maximal effect.
# The first 14 compounds (preview)
SMILES,IkB sig inh,Peg3 imprint,p53ts 32C tox,p53ts 39C kill
Cc1ccc(SCc2nc(-c3ccc(C(=O)NCCc4ccc(Cl)cc4)cc3)oc2C)cc1,-1.3%,5%[10.9 µM],9%,27%
CCOC(=O)N1CCC(NC(=O)CCC(=O)N2CC(C)Oc3ccc(Cl)cc32)CC1 (stereo not drawn),0.4%,-12%,-1%,-7%
CCc1ccccc1NC(=O)N1CCN(c2cc(-c3noc(C)n3)ccc2C)CC1,1.1%,-9%[10.9 µM],1%,-9%
COc1ccc(NC(=O)CCCc2nc(-c3ccco3)no2)c(OC)c1,u,10%[10.9 µM],-12%,23%
COc1cc(OC)cc(-c2nnc(Nc3nc4c(F)cccc4s3)o2)c1,14%,7%,5%,-23%
CC(=O)c1cc(C(c2csc(C(C)=O)c2)c2csc(C(C)=O)c2)cs1,x,x,-4%,-26%
O=C(CCc1nc(-c2ccccc2F)no1)Nc1ccc(Oc2ccccc2)cc1,u,-26%,3%,26%
Cc1ccccc1-c1ccc2ncnc(N(C)C)c2c1,0.7%[11.4 µM],-12%,-12%,-28%
CC(CCc1ccccc1)NC(=O)CN1CCOc2ccccc21 (stereo not drawn),-0.1%,-17%,-2%,-1%
COc1ccccc1NC(=O)C1CCCCN1S(=O)(=O)c1ccc(F)cc1 (stereo not drawn),u,-7%,-12%,-8%
CCCOC(=O)c1ccc(Cn2nnc3sc4c(c3c2=O)CCC(C)C4)cc1 (stereo not drawn),u,13%[10.9 µM],12%,-13%
CCOC(=O)C1=C(C)Nc2nc(SCc3cccnc3)nn2C1c1ccc(OC)cc1 (stereo not drawn),3.0%,-15%,-2%,-13%
Cc1cc(C(=O)Nc2ccccc2C(F)(F)F)no1,1.0%,-9%,-1%,-4%
O=c1[nH]c2cc3c(cc2cc1C(c1nnnn1CC1CCCO1)N1CCCCCC1)OCO3 (stereo not drawn),0.4%,4%,-4%,-2%

# This part in full, from the start:
SMILES,IkB sig inh,Peg3 imprint,p53ts 32C tox,p53ts 39C kill
Cc1ccc(SCc2nc(-c3ccc(C(=O)NCCc4ccc(Cl)cc4)cc3)oc2C)cc1,-1.3%,5%[10.9 µM],9%,27%
CCOC(=O)N1CCC(NC(=O)CCC(=O)N2CC(C)Oc3ccc(Cl)cc32)CC1 (stereo not drawn),0.4%,-12%,-1%,-7%
CCc1ccccc1NC(=O)N1CCN(c2cc(-c3noc(C)n3)ccc2C)CC1,1.1%,-9%[10.9 µM],1%,-9%
COc1ccc(NC(=O)CCCc2nc(-c3ccco3)no2)c(OC)c1,u,10%[10.9 µM],-12%,23%
COc1cc(OC)cc(-c2nnc(Nc3nc4c(F)cccc4s3)o2)c1,14%,7%,5%,-23%
CC(=O)c1cc(C(c2csc(C(C)=O)c2)c2csc(C(C)=O)c2)cs1,x,x,-4%,-26%
O=C(CCc1nc(-c2ccccc2F)no1)Nc1ccc(Oc2ccccc2)cc1,u,-26%,3%,26%
Cc1ccccc1-c1ccc2ncnc(N(C)C)c2c1,0.7%[11.4 µM],-12%,-12%,-28%
CC(CCc1ccccc1)NC(=O)CN1CCOc2ccccc21 (stereo not drawn),-0.1%,-17%,-2%,-1%
COc1ccccc1NC(=O)C1CCCCN1S(=O)(=O)c1ccc(F)cc1 (stereo not drawn),u,-7%,-12%,-8%
CCCOC(=O)c1ccc(Cn2nnc3sc4c(c3c2=O)CCC(C)C4)cc1 (stereo not drawn),u,13%[10.9 µM],12%,-13%
CCOC(=O)C1=C(C)Nc2nc(SCc3cccnc3)nn2C1c1ccc(OC)cc1 (stereo not drawn),3.0%,-15%,-2%,-13%
Cc1cc(C(=O)Nc2ccccc2C(F)(F)F)no1,1.0%,-9%,-1%,-4%
O=c1[nH]c2cc3c(cc2cc1C(c1nnnn1CC1CCCO1)N1CCCCCC1)OCO3 (stereo not drawn),0.4%,4%,-4%,-2%
O=C(O)CCCC(=O)Nc1ccccc1C(=O)O,4.0%,-54%[inhibitor],1%,0%
CCSc1ccccc1C(=O)NCc1ccc(S(N)(=O)=O)cc1,-2.9%,-19%,-4%,11%
C=CCn1c(SCC(=O)Nc2ccc3c(c2)OCCO3)nnc1-c1ccccn1,-1.2%,-4%,-2%,0%
COc1ccc(C2=NCC(CSc3nnnn3C)S2)cc1 (stereo not drawn),0.7%,-43%[inhibitor],-1%,-12%
CCCCN1c2cc(C)c(O)cc2C(C(=O)OCC)C1C (stereo not drawn),-1.3%,-7%,-2%,12%
COC(=O)Cn1cnc2c(nnn2Cc2ccc(Cl)cc2)c1=O,u,-2%,-12%,-4%
O=C(CN(Cc1ccco1)S(=O)(=O)c1cccs1)Nc1ccccc1C(F)(F)F,0.7%,-7%,-1%,-6%
Cc1c(C(=O)NCc2ccccc2Br)oc2c1-c1[nH]ncc1CC2,-1.3%,13%[10.9 µM],-5%,24%
COCCNC(=O)CN(c1cccc(OC)c1)S(=O)(=O)c1ccc(C)cc1,-0.7%,-2%,-4%,10%
Cc1ccc(-n2nnc(-c3nc(-c4cccs4)no3)c2N)cc1C,-0.1%,-11%[10.9 µM],2%,18%
Cc1ccc(-n2c(SCC(=O)NCc3cccs3)nnc2-c2ccoc2C)cc1,-0.4%,x,7%,7%
CN1CCN(c2oc(/C=C/c3ccc(F)cc3)nc2C#N)CC1,-1.5%,-7%[10.9 µM],0%,-16%
COc1ccccc1NC(=O)c1ncn(-c2ccccc2)n1,54%,-9%[10.9 µM],-30%,u
O=C(CN1CCCCC1)N1CCCc2c1c(=O)oc1ccc(OCc3ccccc3)cc21,x,x,-4%,-1%
COc1ccc2c(Sc3ccc(C)cc3)c(C(=O)NC(C)C)[nH]c2c1,u,-15%[10.9 µM],-3%,-12%
CCN(CC)S(=O)(=O)c1ccc2c(c1)c(=O)c(C(=O)NCCCN(C)c1ccccc1)cn2C,0.3%,1%,2%,-9%
Cc1c(C(=O)Nc2ccc(F)cc2)oc2ccc(S(=O)(=O)N3CCC4(CC3)OCCO4)cc12,u,-12%,10%,-2%
Cc1cc(C)c(Cn2c(C3CC(=O)N(c4ccc(F)cc4)C3)nc3ccccc32)c(C)c1 (stereo not drawn),u,-6%[10.9 µM],10%,-25%
CCCCOC(=O)c1ccc(NC(=O)c2ocnc2C)cc1,-0.9%,-61%[inhibitor],1%,-2%
CCOc1ccc(-c2cn(-c3ccc(C)cc3)c(SCC(=O)Nc3ccc(C)cc3)n2)cc1,0.2%,-17%[10.9 µM],11%,-21%
COc1ccc(N2CCN(S(=O)(=O)c3cc(Br)cc4c3N(C(=O)C3CC3)CC4)CC2)cc1,u,11%[10.9 µM],-8%,16%
COc1ccc(CCNC(=O)c2cc(=O)c3cc(C)cc(C)c3o2)cc1OC,u,15%[10.9 µM],2%,4%
CN(C)CCN(C)C(=O)c1ccc(-n2c(=O)c(=O)[nH]c3ccccc32)cc1,x,x,-2%,3%
Cc1ccccc1-c1noc(-c2cc3ccccc3oc2=O)n1,u,-25%[10.9 µM],u,u
COc1cccc(C(=O)N(c2ccc(OC)cc2OC)C2C=CS(=O)(=O)C2)c1 (stereo not drawn),-2.3%,-1%,18%,12%
COC(=O)c1ccccc1NC(=O)c1ccccc1NS(C)(=O)=O,1.3%,-7%,0%,-5%
Cn1c(NC(=O)c2cccc(C(F)(F)F)c2)cc(=O)n(C)c1=O,x,x,4%,5%
Cc1nc(=O)c(-c2ccccc2)c(C)n1-c1ccc(C(=O)O)cc1,0.0%,-2%,-6%,5%
COc1ccccc1CCNC(=O)c1cnn2c(C(F)F)cc(C)nc12,-1.7%,-12%,19%,-10%
CC1CCN(S(=O)(=O)c2ccc3c(c2)N(CC(=O)NC(C)(C)C)C(=O)CS3)CC1,2.9%,-9%[10.9 µM],11%,0%
O=C(NC1CCCCC1)N1CCC(c2nc3ccccc3[nH]2)CC1,2.6%,2%,1%,6%
CCC(C(=O)Nc1ccc(C(=O)OC)cc1)n1c(=O)c(-c2ccccc2NC(C)=O)nc2ccccc21 (stereo not drawn),3.0%,-3%[10.9 µM],-5%,-23%
Cc1ccc(COc2ccc3oc(-c4ccccc4)c(C(=O)O)c3c2)cc1,24%,-22%[10.9 µM],22%,9%
O=C(CN1CCOCC1)Nc1ccc(S(=O)(=O)N2CCCCCC2)cc1,1.7%,-9%,11%,2%
CC(C)[C@H](NC(=O)NCc1ccco1)C(=O)O,-0.1%,11%,5%,8%
CCOc1ccc(-c2cc3nc(C4CCN(C(=O)OC(C)(C)C)CC4)c(C(=O)Nc4c(C)cccc4C)cn3n2)cc1,2.9%,-16%[10.9 µM],10%,22%

# Next part.
SMILES,IkB sig inh,Peg3 imprint,p53ts 32C tox,p53ts 39C kill
Cn1cc(Cl)c(C(=O)N(Cc2ccccc2)c2ccccn2)n1,0.0%,-6%,0%,7%
O=C(c1cccc(Cl)c1)N1c2ncnn2C2(CCCCC2)[C@@H]2CCCC[C@@H]21,-1.4%,-13%[10.9 µM],-17%,0%
O=C(CSc1nc2cc(Cl)ccc2s1)NC(=O)NCc1ccco1,u,-24%,6%,0%
CCc1ccc(CNC(=O)CSc2cc(=O)n(CC)c3ccccc23)cc1,1.4%,-4%[10.9 µM],11%,-30%
CC1CCCCC1NC(=O)c1ccc(CNc2c(N3CCCC3)c(=O)c2=O)cc1 (stereo not drawn),-3.7%,-9%,12%,-5%
O=C1N(Cc2ccccc2Cl)c2ccccc2C1(O)c1c[nH]c2ccccc12 (stereo not drawn),u,4%[10.9 µM],8%,u
COc1ccc2c(c1)SCC(=O)N2C,x,x,-5%,21%
Cc1ccc(/C=C/c2nc3ccccc3n2S(=O)(=O)c2cccc(Cl)c2)cc1,u,-84%[inhibitor][10.9 µM],3.2µM*,3.2µM*
Cc1cccc(C)c1N1C(=O)c2ccccc2C1=O,0.3%,-16%,-8%,-5%
CCOc1ccc(NC(=O)CC2C(=O)N(c3cccc(OC)c3)C(=O)N2C2CCCCC2)cc1 (stereo not drawn),u,21%[10.9 µM],7%,-8%
CCn1c(SCC(=O)Nc2cccc(NC(=O)c3cccs3)c2)nnc1-c1ccncc1,u,-16%,5%,11%
O=C(c1ccco1)N1CCN(C2CCCC2)CC1,0.5%,0%,-5%,-3%
C=CCN(CC(=O)NCc1ccc(F)cc1)C(=O)c1csnn1,x,x,6%,13%
CC1CCCCN1C(=O)CSc1nnc(-c2ccc(Cl)s2)o1 (stereo not drawn),-1.8%,-22%,9%,-9%
COc1ccccc1CN(Cc1cc2cc(C)ccc2[nH]c1=O)Cc1nnnn1Cc1ccco1,u,-6%,-19%,-26%
CCCc1cc(=O)[nH]c(SCc2nc(-c3ccccc3)no2)n1,0.9%,4%[10.9 µM],41%[activator],-23%
Cc1ccc(NC(=O)CSc2nc3ccc(Br)cc3[nH]2)c(C)c1,u,u,2%,-27%
NCCNS(=O)(=O)c1cccc2c(Cl)cccc12,u,-15%&-24%&-16%,u,-14%&-29%
Cc1nc(N2CCOCC2)c2c(C(=O)N3CCN(c4ccc(Cl)cc4)CC3)c(C)oc2n1,3.2%,-5%[10.9 µM],-3%,11%
Cn1c(=O)n(CC(=O)Nc2cccnc2)c2ccccc21,-0.7%,-12%,3%,8%
CCNC(=O)c1cnc2sc(N3CCC(C)CC3)nn2c1=O,-1.0%,-13%[10.9 µM],-6%,25%
CCOC(=O)c1cc(CN2CCOCC2)oc1-c1ccccc1,-2.1%,x,2%,-9%
O=C(O)CSc1cc(-c2ccccc2)nc2ccccc12,1.5%[11.4 µM],-7%[10.9 µM],-8%[9.22 µM],-6%[9.22 µM]
CCn1cc(C(=O)O)c(=O)c2cc(F)c(N3CCN(S(=O)(=O)c4ccc(NC(=O)OC)cc4)CC3)cc21,x,x,u,-16%
CC(=O)N1c2ccc(S(=O)(=O)NCc3ccc(Cl)cc3)cc2CC1C (stereo not drawn),1.3%,-19%[10.9 µM],10%,5%
COc1cccc(CNC2CCCC2)c1,1.8%,-1%,-4%,-4%
Cc1ccc(NC(=O)CSCC(N)=O)cc1C,20%,-37%[inhibitor],5%,14%
CCOc1ccc(N(CC)S(=O)(=O)N2CCCC(C(=O)Nc3ccc(OC)c(Cl)c3)C2)cc1 (stereo not drawn),0.4%,-13%[10.9 µM],-2%,-6%
CCOc1ccc(CNC(=O)c2cc(-c3ccc(Cl)s3)nc3ccccc23)cc1,-1.3%,-5%[10.9 µM],-6%,u

# Screens (PubChem BioAssay)
